Bioassay records as filed in PubChem.
GC-B act – human GC-B receptor activators, primary screen, HEK293 GC-B cells, cGMP TR-FRET, EC30 CNP; Atrial natriuretic peptide receptor 2 (Homo sapiens), P20594; 0% at EC30 CNP, 100% saturating CNP; activation, % at 10 µM; actives 0.11% (n = 370,000);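 active means activation at 10 µM reaching about 35% in either raw or pattern-adjusted values, limit read from the data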
HTRA1 inhibitor – HTRA1 serine protease inhibitors, primary screen, biochemical, fluorescence polarization, HTS | Q92743 | recombinant HTRA1, FP-rhodamine activity-based probe | inhibition, % at 5.96 µM | actives 0.5% (n = 340,000) | AID 504803, 2011; in the data active means inhibition above about 36%;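 further: 0% = enzyme with DMSO and 100% = wells lacking enzyme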
Rev-erbA mod – modulators of Rev-erb alpha DNA binding, primary screen, biochemical, FITC-DNA, fluorescence polarization, uHTS; Nuclear receptor subfamily 1 group D member 1 (Homo sapiens), P20393; Rev-erbα–FITC-DNA binding, 90 min; activity, % at 10 µM; actives 0.79% (n = 370,000);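 active means activity above about 14%, limit read from the data; passing the limit was not always enough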;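 further: 0% = DMSO wells with 35 nM protein and 100% = DMSO wells with 750 nM protein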
Target sequence (P20393 whole entry, looked up): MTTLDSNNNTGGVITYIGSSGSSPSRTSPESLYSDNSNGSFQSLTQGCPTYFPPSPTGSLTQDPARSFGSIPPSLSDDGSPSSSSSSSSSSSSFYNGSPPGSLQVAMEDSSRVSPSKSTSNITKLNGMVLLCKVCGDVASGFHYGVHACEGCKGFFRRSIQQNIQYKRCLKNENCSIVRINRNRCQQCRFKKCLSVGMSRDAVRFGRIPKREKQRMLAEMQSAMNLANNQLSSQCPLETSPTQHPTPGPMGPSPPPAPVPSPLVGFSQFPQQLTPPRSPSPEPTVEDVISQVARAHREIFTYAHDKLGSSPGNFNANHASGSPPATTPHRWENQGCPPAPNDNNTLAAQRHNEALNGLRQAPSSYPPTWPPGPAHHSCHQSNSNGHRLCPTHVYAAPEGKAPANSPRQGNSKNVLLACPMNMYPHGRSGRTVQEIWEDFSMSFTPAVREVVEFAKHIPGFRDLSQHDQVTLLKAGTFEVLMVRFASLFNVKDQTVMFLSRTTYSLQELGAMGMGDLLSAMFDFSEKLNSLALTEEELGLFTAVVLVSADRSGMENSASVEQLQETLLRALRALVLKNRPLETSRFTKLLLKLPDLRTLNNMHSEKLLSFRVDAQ
ABHD4 inh – ABHD4 inhibitors, primary screen, biochemical, fluorescence polarization, mouse | AID 720543, 2013 | inhibition, % at 8.92 µM | actives 0.54% (n = 370,000) | (Lyso)-N-acylphosphatidylethanolamine lipase (Mus musculus), Q8VD66 | purified mABHD4, FP-Rh probe fluorescence polarization;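 active means inhibition exceeding the mean over every tested compound plus 3 SD, cut at about 30% in these data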;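 further: 0% = plate median of compound wells and 100% = S159A mutant with DMSO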
Target sequence (Q8VD66 whole entry, looked up): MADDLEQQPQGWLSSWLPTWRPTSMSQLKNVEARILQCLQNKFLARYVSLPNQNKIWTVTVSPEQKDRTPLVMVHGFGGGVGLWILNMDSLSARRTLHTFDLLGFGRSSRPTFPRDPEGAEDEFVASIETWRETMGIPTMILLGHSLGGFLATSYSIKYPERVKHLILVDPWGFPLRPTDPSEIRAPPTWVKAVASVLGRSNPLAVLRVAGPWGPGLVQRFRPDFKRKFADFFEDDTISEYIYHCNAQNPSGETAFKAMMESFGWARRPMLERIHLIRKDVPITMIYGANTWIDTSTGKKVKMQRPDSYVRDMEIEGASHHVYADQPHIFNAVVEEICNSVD
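system = mouse ABHD4 enzyme, wild type | medium = HEPES pH 7.0, NaCl, Pluronic buffer | also added = FP-Rh probe | incubation = Enzyme–compound pre-incubation 45 min, then probe 60 min, both 25 °C | technique = fluorescence polarization, excitation 525 nm, emission 598 nm, BODIPY TMR filters | controls = S159A mutant high control, sample median low control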
PG9 binder – binders of HIV-1 gp120 antibody PG9, primary screen, biochemical, TR-FRET. actives 0.43% (n = 360,000). AID 624416, 2012. HIV-1 gp120 / PG9 antibody interaction. TR-FRET gp120-PG9 antibody binding. inhibition, % at 6.7 µM; in the data active means inhibition above about 8.5%
ASAP1 GAP inh – inhibitors of human ASAP1 ArfGAP activity, primary screen, biochemical, fluorescence polarization; Arf-GAP with SH3 domain, ANK repeat and PH domain-containing protein 1 (Homo sapiens), …; ASAP1-stimulated ARF1 GTP hydrolysis, GDP FP detection; inhibition, % at 16.5 µM; actives 0.19% (n = 360,000); in the data active means inhibition above about 25%;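 further: 0% = vehicle with enzyme and substrate and 100% = no enzyme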
SMARCA2 activ – SMARCA2 (BRM) function activators, primary screen, cell-based, luminescence, high throughput; MG213 cells, MMTV-luciferase reporter, dexamethasone, overnight; actives 1% (n = 370,000); activation, % at 9.1 µM; AID 652017, 2013; in the data active means activation above about 7.8%;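 further: 0% = vehicle wells and 100% = reference activator wells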
rCAG RNA binder – binders of r(CAG) RNA repeats, primary screen, biochemical, fluorescence; r(CAG) RNA repeat, TO-PRO-1 dye displacement fluorescence; inhibition, % at 3 µM; actives 1.3% (n = 370,000); AID 651821, 2012;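 active means inhibition above the plate cutoff, the mean of all test compounds on that plate plus 3 SD, cut at about 35% in these data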;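 further: 0% = DMSO alone and 100% = 100 µM mitoxantrone as full dye displacement; higher means more dye released from RNA so lower well fluorescence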
ARFGAP1 inhibitor – inhibitors of rat ARFGAP1 GAP activity, primary screen, biochemical, fluorescence polarization, GDP tracer. ADP-ribosylation factor GTPase-activating protein 1 (Rattus norvegicus), Q62848. actives 0.26% (n = 360,000). inhibition, % at 16.5 µM. Arfgap1-stimulated ARF1 GTP hydrolysis, GDP FP detection;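 active means inhibition above a per-plate limit, mean inhibition of low control wells plus 3 SD, cut at about 25% in these data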;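 further: 0% = DMSO wells with enzyme and 100% = wells lacking Arfgap1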
Target sequence (Q62848 1-136 limits assumed): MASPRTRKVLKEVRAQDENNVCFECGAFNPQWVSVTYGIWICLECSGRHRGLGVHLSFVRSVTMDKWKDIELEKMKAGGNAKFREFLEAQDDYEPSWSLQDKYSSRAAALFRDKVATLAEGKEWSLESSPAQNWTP
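Material: rat Arfgap1 GAP domain (His6, aa 1-136), purified enzyme. Also added: human ARF1(Δ1-17)-GTP substrate. Compound dosing: 16.5 µM single point, 1.26% DMSO. Timing: enzyme reaction 120 min at 25 °C after 20 min preincubation. Signal: GDP detection by fluorescence polarization. Read-out basis: percent inhibition of GAP-stimulated GDP formation, scaled between DMSO and no-Arfgap1 medians.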
GC-A act – GC-A stimulated cGMP production enhancers – HEK293 GC-A cells, cGMP TR-FRET, EC30 ANP, primary screen; 0% at EC30 ANP, 100% saturating ANP; activation, % at 10 µM; actives 0.14% (n = 370,000); in the data active means activation above about 40%
The depositor's hits bear a star; · = no result given.

SMILES	GC-B act	HTRA1 inhibitor	Rev-erbA mod	ABHD4 inh	PG9 binder	ASAP1 GAP inh	SMARCA2 activ	rCAG RNA binder	ARFGAP1 inhibitor	GC-A act
Cc1ccccc1Nc1nc(N)nc(COC(=O)c2cccc(S(=O)(=O)N(C)C)c2)n1	7.8	3.8	3.7	1.4	-0.5	-8.6	-1.5	-1.1	-0.7	1.6
CCNC(=O)NC(=O)C(C)OC(=O)c1cccn1C (configuration not stated)	3.3	-4.4	0.6	-1.6	0.7	-12.0	-0.7	-1.3	-0.8	1.4
CN(Cc1ccccc1)C(=O)c1[nH]cnc1C(=O)Nc1nccs1	4.9	-2.6	-6.3	-3.3	1.5	8.9	2.0	3.2	3.9	-3.3
C=CCOC(=O)C1=C[C@H](c2csc3ccccc23)C[C@H](OCc2ccc(CO)cc2)O1	-1.9	-70.4	-1.6	-17.9	0.7	10.5	1.1	4.2	-6.0	-3.0
CCc1nc2c(OCc3ccc(OC(F)F)cc3)cccn2c1N(C)C(=O)c1ccc(OC)cc1	0.4	·	12.0	-7.5	0.9	11.8	-3.1	1.2	2.4	2.8
CCO[C@H]1OC(C(=O)O)=C[C@@H](c2csc3ccccc23)[C@@H]1CCCO	-0.9	-2.5	1.7	0.4	-1.9	-8.4	-0.4	6.7	-1.7	1.3
COc1cccc(OC)c1C(=O)OCC(=O)N1CC(C)CC(C)C1 (configuration not stated)	2.0	-4.7	3.3	-6.5	-1.9	-1.1	3.9	-2.5	-0.9	-0.5
CCc1nc2c(OCC(=O)C(C)(C)C)cccn2c1N(C=O)Cc1ccc(OC)cc1	-0.7	·	-0.7	-2.1	-1.3	-10.7	-4.5	-0.3	-2.2	1.3
O=C(CN(Cc1ccccc1F)C(=O)c1csnn1)NC1CCCCC1	-0.9	2.3	-9.4	0.5	-1.2	2.4	3.9	-2.8	3.6	-1.2
CCN(CC)c1ccc2cc(-c3nc(-c4ccc(OC)cc4)cs3)c(=O)oc2c1	-0.6	·	40.4*	2.5	0.1	3.7	0.8	-310.5	-5.9	5.5
O=C1C=C(c2cc(Cl)cc(Cl)c2)C[C@@H](c2ccc(F)cc2)C1	-3.8	-16.9	3.4	0.3	0.6	9.5	-0.5	1.0	8.6	3.4
Cc1noc(C)c1S(=O)(=O)Nc1ccc(C(=O)N2CCCCC2)cc1	3.9	0.8	0.7	5.6	-0.8	8.8	2.0	0.4	9.8	4.1
CCSc1nnc(NC(=O)c2nn(C(C)C)c(=O)c3ccccc23)s1	-3.8	-5.0	-4.1	0.3	-0.8	7.2	1.6	-2.8	3.4	0.5
COc1cccc(CNCC(=O)Nc2ccc(N3CCOCC3)cc2)c1	-1.4	3.9	4.0	10.0	-3.3	-7.3	-0.1	-7.0	0.2	-0.7
CCOC(=O)c1ccc(N(CC(=O)NC2CCCC2)C(=O)CNC(=O)c2ccco2)cc1	-4.0	-1.7	-1.2	1.4	0.6	3.0	-0.4	-3.8	16.8	1.7
C/C(=N\Nc1ccc([N+](=O)[O-])cc1)c1ccc(-n2nncc2C)cc1	-1.9	-23.4	4.3	2.5	-0.4	3.6	-1.5	15.7	5.7	-1.0
CCn1c(COc2cccc(C)c2)nc2ccccc21	0.8	-13.8	-1.0	-3.1	0.8	-16.8	-1.5	-4.2	10.0	-3.5
CCOC(=O)[C@]12CCCC=C1N(CCCOC)C(=O)[C@@H]2CC(=O)NCc1cccc(C(F)(F)F)c1	4.8	·	-7.0	-1.9	·	·	-0.4	1.6	·	5.2
COc1ccc2[nH]cc(CCNC(=O)c3ccco3)c2c1	-11.4	0.4	-5.6	1.4	-3.5	16.5	-3.7	2.6	2.2	-0.1
CCOC(=O)CC[C@@H]1CC[C@]2(CCCN(C(=O)c3ccno3)C2)O1	-2.8	·	-0.4	-2.5	·	·	0.4	-0.2	·	4.4
CCOC(=O)c1c(C)cc(C)[nH]c1=O	6.2	-5.2	8.1	0.2	0.3	2.5	0.8	1.0	-8.4	2.0
COC(=O)c1ccccc1Oc1ccc(NC(=O)CCCl)cc1	3.2	-5.0	2.3	2.8	-0.1	-6.8	-3.5	-2.4	1.5	3.7
O=C(c1ccccn1)N1N=C2/C(=C/c3ccccc3)CCCC2C1c1ccccc1 (configuration not stated)	-1.0	-16.9	-2.1	-14.6	-3.2	0.0	6.2	-2.9	13.2	2.4
COC(=O)C[C@@H]1CC[C@H]2[C@@H](COc3ccc(NS(=O)(=O)CC(F)(F)F)cc3C(=O)N2C)O1	3.0	·	5.7	10.4	·	·	-3.5	2.5	·	1.4
CCSc1nnc(NC(=O)c2cccs2)s1	2.7	5.6	-2.2	0.7	0.9	-4.9	3.8	-0.8	0.8	2.4
C=C(c1ccc(OC)cc1)c1ccc(OC)cc1	-0.1	0.7	4.8	-1.0	-0.1	4.4	9.3*	1.5	1.1	-3.4
Cc1cc(NC(=O)c2ccc(Br)o2)ccc1NC(=O)c1ccco1	1.1	7.0	6.6	8.3	0.1	-14.2	1.5	0.5	-5.3	-0.7
COc1ccc(NC(=O)Nc2cccc(Cl)c2Cl)c(OC)n1	-2.8	-3.4	5.4	-6.6	-2.9	12.9	4.2	-2.9	11.9	3.6
Cc1ccc(N=C2NC(=O)C(CC(=O)O)S2)cc1 (configuration not stated)	-3.0	0.9	1.6	·	·	·	·	·	·	2.9
COc1ccccc1N1CCN(CCCNC(=O)Nc2ccccc2C)CC1	1.5	5.0	-3.4	6.1	-0.2	3.7	-1.0	-7.7	1.2	-1.1
N#Cc1cccc(NC(=O)c2cc(C3CCCCN3C(=O)c3ccccc3)on2)c1 (configuration not stated)	-2.2	·	7.0	-7.1	2.6	-6.2	-0.5	1.7	-3.5	-1.8
COCCN(Cc1ccccc1)C(=O)Cc1ccc(S(=O)(=O)N2CCOCC2)s1	-7.6	-13.1	1.9	-0.4	1.1	-11.3	-2.1	0.7	-3.1	-2.5
Cc1ccccc1OCc1nnc(SCC(=O)Nc2ccc3c(c2)oc2ccccc23)n1C	-6.5	-9.6	-2.4	-2.0	-0.7	-4.7	-1.9	4.7	-1.9	-6.8
O=c1c2ccccc2nc(N/N=C/c2ccccc2)n1O	-2.9	3.5	-1.5	2.1	-0.9	4.1	-1.6	0.1	9.5	0.4
O=C(COc1ccc2c3c(c(=O)oc2c1)CCCC3)NCc1ccncc1	-10.3	4.0	4.8	-0.2	1.0	5.0	0.5	0.7	8.0	-13.9
CCc1nc2ccc(C(=O)N3CCN(C(=O)c4ccco4)CC3)cn2c1N(C=O)Cc1ccc(OC)cc1	-1.7	·	7.6	1.1	0.0	-1.2	-6.2	2.0	-6.0	1.4

Arranged by molar mass (lowest first): some entries from above.
SMILES	GC-B act	HTRA1 inhibitor	Rev-erbA mod	ABHD4 inh	PG9 binder	ASAP1 GAP inh	SMARCA2 activ	rCAG RNA binder	ARFGAP1 inhibitor	GC-A act
O=C(COc1ccc2c3c(c(=O)oc2c1)CCCC3)NCc1ccncc1	-10.3	4.0	4.8	-0.2	1.0	5.0	0.5	0.7	8.0	-13.9
Cc1cc(NC(=O)c2ccc(Br)o2)ccc1NC(=O)c1ccco1	1.1	7.0	6.6	8.3	0.1	-14.2	1.5	0.5	-5.3	-0.7
COCCN(Cc1ccccc1)C(=O)Cc1ccc(S(=O)(=O)N2CCOCC2)s1	-7.6	-13.1	1.9	-0.4	1.1	-11.3	-2.1	0.7	-3.1	-2.5
CCc1nc2ccc(C(=O)N3CCN(C(=O)c4ccco4)CC3)cn2c1N(C=O)Cc1ccc(OC)cc1	-1.7	·	7.6	1.1	0.0	-1.2	-6.2	2.0	-6.0	1.4

Further results.
SMILES	GC-B act	HTRA1 inhibitor	Rev-erbA mod	ABHD4 inh	PG9 binder	ASAP1 GAP inh	SMARCA2 activ	rCAG RNA binder	ARFGAP1 inhibitor	GC-A act
O=S1(=O)c2ccc(Br)cc2N2CC[C@H](C2)N1Cc1ccc(Cl)cc1	2.6	-7.8	-6.5	-5.5	2.0	0.8	-2.3	6.2	-1.9	-1.6
Cc1ccccc1NC(=O)COc1nsnc1N1CCOCC1	4.5	9.1	-0.3	12.8	0.4	0.6	-3.2	1.8	-8.9	-0.5
Cc1ccc(N2CC(O)Cn3c2nc2c3c(=O)[nH]c(=O)n2C)cc1 (configuration not stated)	5.2	6.1	-2.7	-0.5	-1.0	-5.5	-1.5	-1.6	-9.8	1.9
Cc1ccc(S(=O)(=O)NC(=O)NCc2ccc3c(c2)OCO3)cc1	2.0	-3.4	-2.9	0.8	-0.3	-11.3	-1.5	-0.3	10.8	4.7
Cc1cc(C)c2cc(CN(CCCO)S(=O)(=O)c3ccccc3F)c(=O)[nH]c2c1	-2.0	1.6	2.5	-1.8	0.0	-6.6	-1.1	-2.5	-10.1	-0.5
CCN1CCN(CCNC(=O)Cn2c(=O)c3cccn3c3ccc(F)cc32)CC1	-2.9	2.9	-1.8	-2.6	-2.3	-3.9	-1.8	-3.5	-1.8	1.9
N=c1ncn(C2OC(CO)C(O)C2O)c2nc(Br)[nH]c12 (configuration not stated)	1.0	-2.8	4.8	-3.2	0.9	-2.8	-1.3	2.3	0.2	-0.9
Cc1nc2oc3ccccc3c(=O)c2cc1C(=O)O	-0.8	7.7	-4.2	3.1	-0.1	-0.1	-0.2	0.1	4.4	-1.4
Cc1cc(C(F)(F)F)n(-c2nc(C(=O)N/N=C/c3ccc(F)cc3)cs2)n1	13.6	-15.3	2.8	-0.1	-0.8	-19.4	0.7	-5.4	0.2	2.8
COc1ccccc1NC(=O)C1=C(C)Nc2nc(-c3ccccc3)nn2C1c1ccccn1 (configuration not stated)	-7.5	-1.0	0.3	-12.3	-1.2	1.8	-3.9	2.2	5.8	0.8
CCOC(=O)C1=C(COC(=O)C(CC)c2ccccc2)NC(=O)NC1C (configuration not stated)	2.3	-2.1	0.0	-0.4	0.9	-8.0	-0.6	-3.6	-2.0	-2.0
COc1ccc(C)cc1NC(=O)c1sc2nc(C)nc(N3CCOCC3)c2c1C	-3.1	-12.1	7.4	-7.6	-1.1	6.3	2.5	0.8	-0.7	-1.7
COc1ccc(CCNC(=S)NC(=O)c2cc(OC)c(OC)c(OC)c2)cc1OC	10.4	2.6	13.6	1.1	-3.0	-4.8	0.3	-3.3	-6.6	4.9
COc1cc(/C=C/C(=O)c2ccc(NS(=O)(=O)c3ccc(C)cc3)cc2)ccc1OC(F)F	-1.1	-51.5	-0.2	14.0	-0.1	16.9	-1.4	19.1	7.3	-3.3
CC(C)(C)OC(=O)N1CCCC(C(=O)Nc2ccc(C(=O)N3CCOCC3)cc2)C1 (configuration not stated)	6.7	-1.6	4.1	2.0	-0.9	-11.3	-0.5	-8.3	-0.2	0.0
